BRCA1 expr act: BRCA1 expression activation; 380,000 compounds, 1.1% hits; MCF7-BRCA1-FFLuc reporter, luminescence, 48 h; response scale: scaled: vehicle 0%, 10 µM genistein 100%; Potency, µM (highest dose often 46.1 µM), for inactives: top-dose activation, hits mostly activators; also: potency is read from the fitted curve at half-maximal effect; nearly all actives have a fitted effect of over 80% in size; some results filed as inactive show a strong effect at the top dose
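MCF7-BRCA1-FFLuc cells, 2000/well in phenol-red-free MEM, attached 2 h then treated 48 h at 37 C. Luciferase luminescence read 15 min after reagent; normalized to genistein maximum activation (10microM) and DMSO, concentration-response fitted.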
S-ASM inh: human S-ASM enzyme inhibition | placental ASM, HMU-PC fluorogenic substrate, 60 min | 340,000 compounds, 0.006% hits | Potency, µM (titrated, usually from 57.5 µM), inactives show top-dose activity change, negative = inhibition, hits mostly inhibitors | AID 504937; also: potency is read from the fitted curve at half-maximal effect
Target sequence (P17405 47-631 limits assumed): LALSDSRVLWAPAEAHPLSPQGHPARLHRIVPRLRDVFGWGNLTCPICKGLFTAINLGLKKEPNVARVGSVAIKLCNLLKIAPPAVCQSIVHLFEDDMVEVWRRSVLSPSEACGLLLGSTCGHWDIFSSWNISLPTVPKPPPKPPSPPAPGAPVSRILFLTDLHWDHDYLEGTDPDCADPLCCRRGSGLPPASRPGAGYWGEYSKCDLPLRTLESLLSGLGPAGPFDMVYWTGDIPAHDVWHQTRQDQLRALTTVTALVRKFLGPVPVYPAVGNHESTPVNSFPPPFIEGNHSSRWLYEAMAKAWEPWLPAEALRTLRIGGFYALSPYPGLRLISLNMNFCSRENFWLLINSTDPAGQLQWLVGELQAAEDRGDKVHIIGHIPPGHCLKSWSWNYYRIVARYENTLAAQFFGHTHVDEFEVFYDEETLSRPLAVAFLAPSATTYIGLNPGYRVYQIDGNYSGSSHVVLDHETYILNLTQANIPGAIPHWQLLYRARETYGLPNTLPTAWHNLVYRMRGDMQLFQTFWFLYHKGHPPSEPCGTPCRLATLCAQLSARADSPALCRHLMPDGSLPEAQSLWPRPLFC
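qHTS format. ASM enzyme prepared from human placenta hydrolyses the fluorogenic substrate HMU-PC0 (9 uM final) over 60 min at 37 °C after a 10 min compound preincubation.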
TRPV1 agonist: activates the human vanilloid receptor TRPV1 | Q8NER1 | TRPV1-expressing cells, Fluo-8 calcium influx, agonist mode | activation, % at 8.33 µM | 320,000 compounds, 0.19% hits; in the data active = activation above about 80%; inconclusive = between about 30% and that limit; also: 0% is about no effect
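Cells expressing TRPV1 were dye-loaded with Fluo-8 and read kinetically: 10 s baseline, 3 min after compound (agonist portion), then 2 min after EC20 capsaicin (allosteric enhancer portion). Calcium-bound dye fluorescence at 480/520 nm.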
B2AR arrestin: agonists driving beta-arrestin recruitment to human beta2-adrenergic receptor | Potency, µM (top dose mostly 46.1 µM), for inactives: at the top dose activation, most hits filed as activators | beta-arrestin recruitment to beta2AR, cell-based reporter | P07550 | 330,000 compounds, 0.02% hits | AID 492947;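 also: potency is read from the fitted curve at half-maximal effect; 0% = DMSO controls and full agonism = EC100 isoproterenol or metaproterenol; nearly all actives have a fitted effect of over 65% in size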
Target sequence (P07550 whole entry, looked up): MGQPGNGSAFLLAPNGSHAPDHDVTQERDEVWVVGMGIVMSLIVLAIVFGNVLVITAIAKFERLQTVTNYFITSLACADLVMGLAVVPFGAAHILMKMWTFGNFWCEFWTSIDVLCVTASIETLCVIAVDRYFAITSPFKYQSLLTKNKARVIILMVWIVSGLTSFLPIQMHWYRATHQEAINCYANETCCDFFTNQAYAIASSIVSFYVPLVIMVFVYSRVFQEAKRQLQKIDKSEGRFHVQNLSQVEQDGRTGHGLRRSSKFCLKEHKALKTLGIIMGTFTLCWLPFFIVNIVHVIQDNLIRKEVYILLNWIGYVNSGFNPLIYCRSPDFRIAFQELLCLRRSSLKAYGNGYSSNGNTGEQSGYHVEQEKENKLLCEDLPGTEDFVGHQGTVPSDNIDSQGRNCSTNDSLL
a7 integrin act: activators of alpha7 integrin expression for muscular dystrophy. 350,000 compounds, 0.064% hits. Potency, µM (highest dose often 38.3 µM), inactives show top-dose activation, usual class: activators. AID 624291. alpha7betagal myoblasts, beta-gal FDG fluorescence, 48 h;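 also: potency is read from the fitted curve at half-maximal effect; 100% = response of the positive control SU9516; nearly all actives have a fitted effect of over 60% in size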
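Alpha7betagal+/- myoblasts (passage 13) were plated 16-24 hr, then exposed to compounds (1:260 dilution of DMSO stock) for 48 hours at 37C. After MPER lysis, β-galactosidase reporter activity was read as FDG fluorescence (ex 480/em 540) after 30 minutes.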
ELG1 genotox: genotoxicity induction in ELG1-luciferase HEK293T cells | AID 504466 | Potency, µM (highest dose often 46 µM), for inactives: at the highest dose activity change, positive = activation, hits mostly activators | HEK293T ELG1-luciferase reporter, luminescence, 16 h | 330,000 compounds, 1.3% hits; also: potency is read from the fitted curve at half-maximal effect; % of control where 0% means no effect; nearly all actives have a fitted effect of over 60% in size
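ELG1-luciferase HEK293T cells, 2,000/well; compound pinned in; 16 hr, 37 °C, 5% CO2; ONE-Glo, 30 min RT; luminescence on CCD imager.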
TSG101-PTAP inh: blocks PTAP/TSG101 interaction to inhibit HIV-1 budding | Fluorescence polarization, FITC-PTAP peptide / Tsg101 binding | Potency, µM (doses to about 115 µM), inactives show top-dose activity change, negative = inhibition, actives largely listed as inhibitors | 340,000 tested, under 10 active; active = well fitted inhibition curve with a large enough effect in the main read-out, with a control signal flat, not every such curve was filed as active; inconclusive = small, poorly fitted or top-dose-only effect, or effect the other way, or a change in a side signal; inactive = no such curve, though single readings can be large or run the other way; also: potency is read from the fitted curve at half-maximal effect; % of control where 0% means no effect
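Fluorescence polarization binding of Tsg101 binding domain (10 uM final) to FITC-labeled PTAP peptide (50 nM final) in HEPES pH 7.5 buffer with NaCl, Tween 20, EDTA, TCEP. Compounds added before peptide; binding 20 min at RT.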
Eya2 phos inh: inhibitors of human Eya2 phosphatase activity; 330,000 compounds, 0.006% hits; Potency, µM (top dose mostly 76.9 µM), without a hit: top-dose activity, negative = inhibition, usual class: inhibitors; AID 488837; O00167; recombinant Eya2, OMFP fluorescence dephosphorylation (OMFP is methylfluorescein phosphate); also: potency is read from the fitted curve at half-maximal effect; % is scaled to controls: 0 for no effect and ±100 for the full control effect
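Eya2 (0.2 uM) preincubated 10 min at ambient with compound, then OMFP substrate added at 50 uM; 10 min reaction in 50 mM HEPES pH 7.5, 50 mM NaCl, 5 uM MgCl2, 0.05% BSA, 1 mM DTT. Fluorescence read at Ex 485/Em 525 nm.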
p53 reactivation: re-activators of mutant p53; H1299 p53-A138V BP100-luciferase reporter, luminescence, 24 h; Potency, µM (highest dose often 92.2 µM), inactives show top-dose activity change, positive = activation, usual class: activators; 320,000 compounds, 0.063% hits; AID 504706; also: potency is read from the fitted curve at half-maximal effect; % of control where 0% means no effect; nearly all actives have a fitted effect of over 45% in size
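H1299 (p53-null), stable ts p53-A138V + BP100-Luc; 1000 cells/well, Opti-MEM/10% FBS; cpd 4 pt, 1:5; 24 h, 37 deg C, 5% CO2; detection reagent 10 min RT; luminescence.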
USP2a block: USP2a (human) protease inhibition; 330,000 compounds, 0.01% hits; USP2 core, Ub-CHOP2 coupled fluorogenic reporter, 485/531; AID 463254; Potency, µM (titrated, usually from 38.3 µM), inactives show top-dose activity change, negative = inhibition, usual class: inhibitors; O75604;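 also: potency is read from the fitted curve at half-maximal effect; plate controls were DMSO wells for no effect and full inhibition by NEM control for full effect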
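USP2 core (10nM final) preincubated 30min RT with compound in 20mM Tris-HCl pH 8.0, 2mM CaCl2, 2mM beta-mercaptoethanol, 0.05% CHAPS; 25nM Ub-CHOP2 plus 25nM reporter substrate added, fluorescence (Ex485/Em531) read after 60min.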
uPA surface inh: cell surface uPA generation inhibition. 330,000 compounds, 0.31% hits. Potency, µM (top dose mostly 38.3 µM), for the others: at the top dose activity change, negative = inhibition, actives largely listed as inhibitors. cell surface uPA generation assay, qHTS; active = well fitted inhibition curve with a large enough effect; inconclusive = small, poorly fitted or top-dose-only effect; inactive = no such curve, though single readings can be large or run the other way; tested in mouse RAW 264.7 cells; also: potency is read from the fitted curve at half-maximal effect; % is scaled to controls: 0 for no effect and ±100 for the full control effect; nearly all actives have a fitted effect of over 55% in size
* marks the source's active call; other numbers are inactive results; ? = inconclusive; · = no result given; [ ] = dose if it differs, or a comment. Unless noted, calls follow the shape of the dose curve; as a rule, active = well fitted curve in the direction sought with a large enough effect; inconclusive = small, poorly fitted or top-dose-only effect, or another doubt; inactive = no such curve, though single readings can be large; an effect the other way counts as inactive or inconclusive. No enrichment for hits; overall some 2.6% were active at least once.

The first 2 compounds (preview)
SMILES	BRCA1 expr act	S-ASM inh	TRPV1 agonist	B2AR arrestin	a7 integrin act	ELG1 genotox	TSG101-PTAP inh	Eya2 phos inh	p53 reactivation	USP2a block	uPA surface inh
CCOC(=O)NNC(=O)CCn1c2c(c3ccccc31)CCCC2	10%	6%	2	-0.3%	?	-10%	-8%	-13%	-6%	1%	6%
Cc1nc(N2CCOCC2)nc(OCCN(C)C)c1[N+](=O)[O-]	12%	14%	-2	-0.6%	-18%	1%	-1%	-1%	-8%	3%	9%

The list itself, repeating the preview:
SMILES	BRCA1 expr act	S-ASM inh	TRPV1 agonist	B2AR arrestin	a7 integrin act	ELG1 genotox	TSG101-PTAP inh	Eya2 phos inh	p53 reactivation	USP2a block	uPA surface inh
CCOC(=O)NNC(=O)CCn1c2c(c3ccccc31)CCCC2	10%	6%	2	-0.3%	?	-10%	-8%	-13%	-6%	1%	6%
Cc1nc(N2CCOCC2)nc(OCCN(C)C)c1[N+](=O)[O-]	12%	14%	-2	-0.6%	-18%	1%	-1%	-1%	-8%	3%	9%
COc1ccccc1NC(=O)CCc1nc(-c2cccs2)no1	-12%	0%	5	0.3%	0%	2%	-2%	4%	2%	6%	0%
O=C(Nc1cccc(N=Cc2cc(Br)cc(Br)c2O)c1)c1ccco1	-81%	-12%	3	-0.3%	-41%	1%	-2%	0%	?	6%	-1%
CC1(C)OC(=O)C(=CNc2ccccn2)C(=O)O1	9%	0%	-2	0.3%	7%	0%	1%	-11%	-2%	0%	8%
COc1cc(OC)cc(C(=O)NCC(=O)OCc2ccc(Cl)c(Cl)c2)c1	-18%	-11%	1	-1.0%	19%	1%	0%	2%	2%	4%	2%
Cc1cccc(C)c1NC(=S)N(CCN(C)C)C(C)c1cccnc1 (stereo unspecified)	4%	5%	12	-0.3%	?	19%	-3%	-8%	8%	-5%	-13%
COc1ccc(C(CNC(=O)c2cc(C)oc2C)N2CCOCC2)cc1 (stereo unspecified)	11%	2%	1	-0.8%	1%	0%	1%	-3%	2%	0%	0%
CCCCn1cnc2c(SCc3ccccc3F)nc(N)nc21	?	0%	·	·	0%	·	-5%	·	·	·	7%
CN(C)c1nc(F)c(F)c(S(=O)(=O)c2ccccc2)c1F	46%	4%	4	0.5%	-32%	11%	-6%	-2%	12%	1%	-9%
COc1ccccc1Nc1nnc(SCC(=O)N2CCCC2=O)s1	-10%	4%	0	3.5%	3%	17%	1%	8%	0%	1%	-5%
COc1ccc(-c2c(C#N)c(N)n(N)c(=O)c2C#N)cc1Cl	-16%	5%	-2	0.4%	-1%	2%	-2%	-4%	-4%	-13%	16%
CN(CC(=O)Nc1ccccc1Br)C(=O)c1cccnc1Nc1cccc(C(F)(F)F)c1	-63%	-23%	19	-0.5%	-41%	-18%	·	-6%	-16%	-8%	3%
CC1CCN(CCCCOc2ccc(C(C)(C)C)cc2)CC1	-37%	-2%	-2	0.0%	-68%[inhibitor]	-7%	0%	-7%	0%	-2%	-11%
CCOC(=O)c1ccccc1NC(=O)COC(=O)c1cc([N+](=O)[O-])ccc1N1CCOCC1	-39%	-18%	25	-3.9%	-15%	-4%	0%	-43%	-10%	-2%	-7%
CC(C)Oc1ccc(C(=O)NN2C(=O)NC3(CCCCC3)C2=O)cc1	2%	3%	-2	-0.5%	3%	-1%	-4%	-13%	-2%	1%	2%
Cc1ccccc1Nc1nc(=O)c2cc([N+](=O)[O-])ccc2s1	7%	-5%	17	-0.3%	-10%	0%	-2%	-3%	-20%	0%	0%
CC(C)NC(=S)NC(=O)/C=C/c1cccc2ccccc12	-2%	7%	1	0.4%	6%	2%	-4%	4%	-1%	3%	-5%
Cc1ccc(P(C)(=O)c2ccc(C)cc2)cc1	17%	3%	-3	0.2%	-9%	-3%	-2%	-14%	-3%	2%	-1%
COc1ccc(CNC(=O)c2c(F)c(F)c(F)c(F)c2F)cc1	20%	0%	25	-0.7%	-37%	0%	-3%	-6%	2%	0%	1%
Cc1ccn2c(NCc3ccc4c(c3)OCO4)c(-c3ccc(O)cc3)nc2c1	8%	106%[activator]	26	0.1%	13%	14%	-6%	-5%	0%	3%	·
CC(C)(C)NC(=O)CN(Cc1cccs1)C(=O)CN1C(=O)C(=O)c2ccccc21	5%	1%	5	0.0%	0%	3%	-2%	1%	0%	-3%	13%
COc1cccc(NC(=S)N2c3ccccc3CC2C)c1 (stereo unspecified)	-35%	0%	-4	0.3%	-33%	-1%	1%	5%	-5%	1%	-4%
COc1ccccc1NS(=O)(=O)c1ccc(N2CCOCC2)c(NC(=O)c2ccco2)c1	-13%	-1%	0	-0.8%	-17%	-2%	-1%	3%	-1%	0%	-10%
CC(C)=CCN1CCN(Cc2cc3ccccc3[nH]2)CC1CCO (stereo unspecified)	-19%	3%	3	0.3%	-51%[inhibitor]	-1%	1%	9%	·	-2%	-2%
Cc1nonc1OC(C)CNCCNc1ccc([N+](=O)[O-])cc1 (stereo unspecified)	10%	-12%	2	-0.4%	-9%	-6%	-6%	9%	-3%	1%	7%
Cc1nc(N2CCOCC2)c(C#N)c2c1COC(C)(C)C2	-1%	24%	1	0.3%	17%	1%	-1%	4%	9%	3%	·
O=C(NC(=S)Nc1ccccc1CO)C1CCCCC1	56%	-2%	·	-0.8%	0%	0%	-3%	2%	24%	3%	5%
CC(C)(C)n1nc2c(c1NC(=O)Cc1cccs1)CSC2	·	·	7	0.3%	·	2%	·	-6%	9%	6%	·
O=C(CCN1CCc2ccccc2C1)Nc1ccc(F)cc1	4%	4%	·	3.0%	-2%	-1%	-3%	1%	7%	0%	0%

Limited to TSG101-PTAP inh and Eya2 phos inh, for 3 of the compounds above:
compound | TSG101-PTAP inh | Eya2 phos inh
COc1cccc(NC(=S)N2c3ccccc3CC2C)c1 (stereo unspecified) | 1% | 5%
CC(C)NC(=S)NC(=O)/C=C/c1cccc2ccccc12 | -4% | 4%
Cc1ccn2c(NCc3ccc4c(c3)OCO4)c(-c3ccc(O)cc3)nc2c1 | -6% | -5%

Next entries.
SMILES	BRCA1 expr act	S-ASM inh	TRPV1 agonist	B2AR arrestin	a7 integrin act	ELG1 genotox	TSG101-PTAP inh	Eya2 phos inh	p53 reactivation	USP2a block	uPA surface inh
COC(=O)c1ccc(-c2ncc[nH]2)cc1	26%	4%	-1	0.1%	-11%	2%	-13%	-6%	0%	1%	-10%
CC(NC(=O)CSc1nc2c(cc1C#N)CN(C)CC2)c1ccccc1 (stereo unspecified)	2%	19%	2	-0.2%	2%	1%	-10%	-2%	-7%	-3%	-4%
O=C(CCNC(=O)c1ccc(Br)cc1)NCc1ccco1	-2%	4%	0	0.2%	10%	-2%	-1%	5%	-4%	0%	-5%
C/C(=N\NC(=O)c1ccc(N(C)C)cc1)c1cccnc1	0%	1%	1	0.0%	5%	?	-5%	-8%	?	-2%	-25%
CCCn1nnnc1NCc1c(F)cccc1Cl	7%	5%	2	-0.2%	?	-5%	0%	6%	2%	-1%	-11%
COc1cccc(C(=O)NCCS(=O)(=O)N2CC(C)CC(C)C2)c1 (stereo unspecified)	-19%	1%	-2	0.1%	-2%	14%	-1%	-2%	1%	-1%	-4%
CC(=O)c1ccc(N(CC(=O)NC2CCCC2)C(=O)CCC(=O)Nc2cc(C)on2)cc1	-6%	0%	0	-0.5%	12%	5%	1%	-18%	-2%	-1%	-2%
COc1c(O)cccc1-c1nnn(CCC(=O)OCC(=O)c2ccccc2)n1	-1%	-11%	-1	-1.0%	27%	10%	-7%	-4%	1%	-1%	6%
CN(C)S(=O)(=O)c1cccc(-c2nn(-c3ccccc3)cc2/C=C2\SC(=S)NC2=O)c1	-81%	-1%	-4	-1.3%	22%	-10%	0%	-1%	14%	-2%	-10%
CCN(CC)Cc1cc(CC(C(N)=O)C(N)=O)ccc1OC	3%	1%	0	0.0%	13%	0%	-4%	-3%[15.4 µM]	-2%	2%	0%
CC(=O)c1ccc(NC(=O)CCNS(=O)(=O)c2cc(Br)cnc2N)cc1	4%	-2%	-2	-0.1%	?	-3%	-2%	-25%	-6%	0%	-2%

From PubChem
